14-3-3 Bad inh: inhibitors of 14-3-3 zeta/Bad binding, primary screen, biochemical, TR-FRET, bovine 14-3-3 zeta. 14-3-3 protein zeta/delta (Bos taurus), P63103. TR-FRET 14-3-3zeta/Dy647-pBad peptide displacement, 1 h. inhibition, % at 21.7 µM. 220,000 compounds, 0.71% hits;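 active means inhibition above about 70%, limit read from the data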;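 further: 0% = full 14-3-3 plus peptide FRET controls and 100% = background without 14-3-3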
eIF4E-4G inh: eIF4E–eIF4G protein interaction inhibitors, primary screen, biochemical, uHTS, TR-FRET, eIF4GI fragment; TR-FRET eIF4E-eIF4GI(517-606) binding, 2 h; inhibition, % at 21.7 µM; 220,000 compounds, 0.37% hits;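 active means inhibition above about 30%, limit read from the data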;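 further: 0% = full FRET control wells and 100% = background wells lacking eIF4GI fragment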
Target sequence (P63073 whole entry, looked up, the tested form may be a part): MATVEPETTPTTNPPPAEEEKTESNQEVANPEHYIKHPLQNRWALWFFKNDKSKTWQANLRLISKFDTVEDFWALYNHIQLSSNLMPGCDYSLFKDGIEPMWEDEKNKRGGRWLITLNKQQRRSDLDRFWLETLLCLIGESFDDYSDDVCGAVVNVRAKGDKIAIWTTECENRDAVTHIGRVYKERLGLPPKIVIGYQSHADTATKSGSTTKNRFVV
Target sequence (Q04637 whole entry, looked up, the tested form may be a part): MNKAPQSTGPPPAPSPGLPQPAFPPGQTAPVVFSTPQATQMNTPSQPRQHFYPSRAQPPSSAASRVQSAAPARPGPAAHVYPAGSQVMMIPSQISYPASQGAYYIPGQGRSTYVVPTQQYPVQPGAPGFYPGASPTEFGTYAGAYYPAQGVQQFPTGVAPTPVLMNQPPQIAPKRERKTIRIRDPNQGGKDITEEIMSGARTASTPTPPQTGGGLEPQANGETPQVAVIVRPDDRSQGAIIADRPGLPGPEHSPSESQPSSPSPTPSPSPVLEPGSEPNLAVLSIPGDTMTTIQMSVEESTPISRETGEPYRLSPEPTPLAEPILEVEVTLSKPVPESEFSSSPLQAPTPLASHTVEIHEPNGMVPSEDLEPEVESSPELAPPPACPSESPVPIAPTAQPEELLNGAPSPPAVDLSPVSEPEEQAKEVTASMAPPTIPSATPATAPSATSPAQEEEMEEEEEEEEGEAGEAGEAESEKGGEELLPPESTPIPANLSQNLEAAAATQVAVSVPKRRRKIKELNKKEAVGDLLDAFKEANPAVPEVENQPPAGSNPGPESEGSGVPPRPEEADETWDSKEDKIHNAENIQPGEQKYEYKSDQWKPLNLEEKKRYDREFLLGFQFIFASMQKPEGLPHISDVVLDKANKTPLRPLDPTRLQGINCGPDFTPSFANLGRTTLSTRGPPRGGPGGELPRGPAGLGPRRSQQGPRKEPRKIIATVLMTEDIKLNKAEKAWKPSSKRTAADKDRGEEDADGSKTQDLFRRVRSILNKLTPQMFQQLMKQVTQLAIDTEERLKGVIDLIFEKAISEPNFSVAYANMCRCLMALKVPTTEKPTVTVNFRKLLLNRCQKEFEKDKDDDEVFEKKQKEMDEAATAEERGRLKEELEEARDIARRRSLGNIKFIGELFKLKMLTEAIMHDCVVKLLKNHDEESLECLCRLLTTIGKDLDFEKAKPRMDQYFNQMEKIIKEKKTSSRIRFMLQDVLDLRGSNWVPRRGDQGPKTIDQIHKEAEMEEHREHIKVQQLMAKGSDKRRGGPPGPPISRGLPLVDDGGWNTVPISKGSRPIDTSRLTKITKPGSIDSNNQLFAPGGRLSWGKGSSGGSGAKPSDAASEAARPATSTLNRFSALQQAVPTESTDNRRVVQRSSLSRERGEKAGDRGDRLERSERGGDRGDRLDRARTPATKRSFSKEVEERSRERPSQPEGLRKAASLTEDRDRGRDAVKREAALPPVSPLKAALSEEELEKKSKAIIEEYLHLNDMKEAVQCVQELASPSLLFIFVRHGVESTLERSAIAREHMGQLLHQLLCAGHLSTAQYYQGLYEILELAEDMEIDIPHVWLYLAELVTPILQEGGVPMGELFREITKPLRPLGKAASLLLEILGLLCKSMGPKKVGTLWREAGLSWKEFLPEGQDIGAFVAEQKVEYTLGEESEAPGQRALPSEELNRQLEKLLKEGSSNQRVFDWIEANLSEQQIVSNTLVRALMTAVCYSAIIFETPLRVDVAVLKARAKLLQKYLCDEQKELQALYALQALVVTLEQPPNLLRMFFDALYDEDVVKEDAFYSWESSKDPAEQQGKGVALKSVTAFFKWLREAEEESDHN
Hck Nef HTS: inhibitors of Nef-activated human Hck kinase, primary screen, biochemical, Z-Lyte FRET, 384-well, Hck-YEEI; Recombinant Hck-YEEI plus Nef, Z-Lyte FRET kinase assay; inhibition, % at 20 µM; 220,000 compounds, 0.68% hits; Tyrosine-protein kinase HCK (Homo sapiens), P08631;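 active means Hck-Nef kinase inhibition above about 50%, limit read from the data; inactive means inhibition below that limit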;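 further: 0% = DMSO with Hck plus Nef and 100% = Hck alone without Nef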
Rad51 HR inh: human RAD51 strand exchange inhibitors, primary screen, biochemical, fluorescence; AID 1385, 2008; 200,000 compounds, 0.085% hits; hRad51 DNA strand exchange, fluorescence dequenching; DNA repair protein RAD51 homolog 1 (Homo sapiens), Q06609; inhibition, % at 10 µM;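 active means inhibition above 40% at the single screening dose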;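 further: 0% = DMSO control wells and 100% = blanks with heterologous ssDNA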
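System: human Rad51 nucleoprotein filaments preassembled on unlabelled ssDNA. Reagent: labelled 47-mer dsDNA for strand exchange. Schedule: 30-min compound preincubation and 15-min exchange, both room temperature. Measured by: FRET fluorescence dequenching, excitation 485 nm, emission 520 nm. Read-out: Fluorescence-based percent inhibition, control- and blank-normalised. Benchmarks: plate controls and plate blanks.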
TbHK1 inh: Trypanosoma brucei hexokinase 1 inhibitors, primary screen, biochemical, G6PDH-coupled NADH absorbance, MLSCN library | hexokinase 1 [Trypanosoma brucei] | recombinant TbHK1, G6PDH-coupled NADH A340 | inhibition, % at 10 µM | 220,000 compounds, 0.11% hits;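 active means inhibition of 50% or more in the single-dose primary screen; inactive means inhibition below 50%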
EP2 modulator: EP2 receptor modulators, cAMP readout, primary screen, cell-based, HTRF cAMP, PGE2 stimulation; 260,000 compounds, 0.83% hits; EP2-expressing cells, cAMP HTRF FRET, PGE2 co-stimulation; induction, % at 25 µM; Prostaglandin E2 receptor EP2 subtype (Homo sapiens), P43116;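 active means compounds whose cAMP rise, as percent of the full-agonist control response, exceeds 60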;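 further: rat C6 glioma line stably carrying human EP2 under a CMV promoter; the protocol text gives 20 µM as final concentration; 100% = response of wells given 1 µM PGE2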
m-calpain inh: inhibitors of pig calpain II, primary screen, biochemical, fluorogenic peptide substrate, 1536-well. purified calpain II, 30 min. inhibition, % at 16 µM. 220,000 compounds, 0.37% hits;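 active means inhibition above about 50%, limit read from the data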
EP2 antag: human EP2 receptor antagonists, primary screen, TR-FRET cAMP, C6 glioma cells; Prostaglandin E2 receptor EP2 subtype (Homo sapiens), P43116; C6 glioma cells expressing human EP2; cells stimulated with saturating PGE2; inhibition, % at 25 µM; 260,000 compounds, 0.52% hits;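 active means percent inhibition above 40 after rounding to a whole number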;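 further: rat C6 glioma host cells with rolipram phosphodiesterase inhibitor present; the protocol text gives 20 µM as final concentration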
zVAD death inh: inhibitors of zVAD-triggered necroptosis, primary screen, L929 cells; 220,000 compounds, 0.38% hits; viability rescue, % at 10 µM; L929 zVAD necroptosis rescue, ATP luminescence, 24 h; with zVAD 60 µM;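 active means activation, scaled between plate controls, above about 75%, limit read from the data; inactive means activation under that limit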;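 further: 0% = zVAD with DMSO and 100% = DMSO alone without zVAD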
* = called active by the depositor; & = joins results of further samples; [ ] = dose if it differs, or a comment.

The first 2 compounds as a preview:
`Cc1ccc(S(=O)(=O)N2CC(O)CC2C(=O)NCc2ccc3c(c2)OCO3)cc1` (stereo not given) gave 14-3-3 Bad inh -3.7, eIF4E-4G inh 4.3, Hck Nef HTS 2.0, Rad51 HR inh -10.5, TbHK1 inh -1.5, EP2 modulator 6.7, m-calpain inh -7.5, EP2 antag 4.3 and zVAD death inh 0.1.
Screening CSc1ccc(C(=O)C2CCCN(S(=O)(=O)N(C)C)C2)cc1 (stereo not given) returned 14-3-3 Bad inh 8.6, eIF4E-4G inh -0.8, Hck Nef HTS 17.2, TbHK1 inh -0.5, EP2 modulator -46.5, m-calpain inh 39.9, EP2 antag 3.8 and zVAD death inh 0.3.

All compounds of this part, from the start:
`Cc1ccc(S(=O)(=O)N2CC(O)CC2C(=O)NCc2ccc3c(c2)OCO3)cc1` (stereo not given) gave 14-3-3 Bad inh -3.7, eIF4E-4G inh 4.3, Hck Nef HTS 2.0, Rad51 HR inh -10.5, TbHK1 inh -1.5, EP2 modulator 6.7, m-calpain inh -7.5, EP2 antag 4.3 and zVAD death inh 0.1.
Screening CSc1ccc(C(=O)C2CCCN(S(=O)(=O)N(C)C)C2)cc1 (stereo not given) returned 14-3-3 Bad inh 8.6, eIF4E-4G inh -0.8, Hck Nef HTS 17.2, TbHK1 inh -0.5, EP2 modulator -46.5, m-calpain inh 39.9, EP2 antag 3.8 and zVAD death inh 0.3.
Screening CC(C)(C)C1CCC(=NNC(=O)c2cc3c(s2)CCCC3)CC1 (stereo not given) returned 14-3-3 Bad inh 12.8[fluorescence artefact?], eIF4E-4G inh -0.2[fluorescence artefact?], Hck Nef HTS 2.2, Rad51 HR inh -5.7, TbHK1 inh 1.3, EP2 modulator -7.1, m-calpain inh 9.8, EP2 antag 3.6 and zVAD death inh 1.0.
COc1ccc(NC2C=CS(=O)(=O)C2)c(OC)c1 (stereo not given) was read as 14-3-3 Bad inh 6.0[fluorescence artefact?], eIF4E-4G inh 2.7, Hck Nef HTS 5.4, Rad51 HR inh 5.8, TbHK1 inh -6.8, EP2 modulator -0.3, m-calpain inh -36.6, EP2 antag 15.7 and zVAD death inh -0.5.
`CC(=O)c1ccc(NC(=S)NC(NC(=O)c2ccco2)C(Cl)(Cl)Cl)cc1` (stereo not given) gave 14-3-3 Bad inh -5.4, eIF4E-4G inh 4.4, Hck Nef HTS -6.8, Rad51 HR inh 1.4, TbHK1 inh -6.8, EP2 modulator -34.5, m-calpain inh 35.9, EP2 antag 18.7 and zVAD death inh -0.8.
`Cc1ccc(C(=O)NC(Cc2c[nH]c3ccccc23)C(=O)O)cc1` (stereo not given) gave 14-3-3 Bad inh -12.6[fluorescence artefact?], eIF4E-4G inh -4.6, Hck Nef HTS -0.6, Rad51 HR inh 4.6, TbHK1 inh 4.7, EP2 modulator 9.3, m-calpain inh -45.1, EP2 antag 3.8 and zVAD death inh -0.6.
`Nc1ccc(C(=O)Nc2ccc(OC(F)(F)C(F)F)c(NC(=O)c3ccc(N)cc3)c2)cc1` gave 14-3-3 Bad inh -2.7[fluorescence artefact?], eIF4E-4G inh -1.3, Hck Nef HTS -0.2, Rad51 HR inh 5.0, TbHK1 inh -3.4, EP2 modulator -19.1, m-calpain inh 1.4, EP2 antag 11.2 and zVAD death inh 5.2.
CC(C)C(c1nnnn1C(C)(C)C)N1CCN(Cc2cccnc2)CC1 (stereo not given) was read as 14-3-3 Bad inh 28.6, eIF4E-4G inh 2.7, Hck Nef HTS 31.7, Rad51 HR inh 4.0, TbHK1 inh 4.2, EP2 modulator 9.4&26.8, m-calpain inh 0.3, EP2 antag 5.0&8.8 and zVAD death inh 0.6.
CCOc1cccc(C(=O)Nc2cnn(Cc3ccccc3)c2)c1 was read as 14-3-3 Bad inh 12.7, eIF4E-4G inh 3.5, Hck Nef HTS -0.6, Rad51 HR inh -8.7, TbHK1 inh -6.9, EP2 modulator -46.3, m-calpain inh 36.4, EP2 antag 13.9 and zVAD death inh 0.6.
CC(=O)C1=C(C)NC(SCc2ccc(C#N)cc2)=C(C#N)C1c1ccco1 (stereo not given) was read as 14-3-3 Bad inh -22.9[fluorescence artefact?], eIF4E-4G inh 43.8*[fluorescence artefact?], Hck Nef HTS 4.9, Rad51 HR inh 3.3, TbHK1 inh -4.7, EP2 modulator 33.8, m-calpain inh 4.8, EP2 antag 9.1 and zVAD death inh -0.1.
For COc1ccc(C2C(C(N)=O)=C(C)Nc3nc(-c4ccccc4)nn32)cc1OC (stereo not given) the results were 14-3-3 Bad inh 1.1[fluorescence artefact?], eIF4E-4G inh 3.9, Hck Nef HTS -0.8, Rad51 HR inh -1.6, TbHK1 inh -2.4, EP2 modulator 18.1, m-calpain inh 14.8, EP2 antag 10.5 and zVAD death inh 1.6.
For COc1cccc2cc(C(=O)N3CCc4ccccc43)c(=O)oc12 the results were 14-3-3 Bad inh -2.1, eIF4E-4G inh -1.7, Hck Nef HTS -0.3, Rad51 HR inh 1.3, TbHK1 inh -3.2, EP2 modulator 23.8, m-calpain inh -14.3, EP2 antag 17.6 and zVAD death inh 0.1.
`COc1cc(CNC2CCCC2)c(Br)cc1OCc1ccccc1` gave 14-3-3 Bad inh -3.7, eIF4E-4G inh 1.2, Hck Nef HTS -1.7, Rad51 HR inh -1.1, TbHK1 inh 3.7, EP2 modulator -42.0, m-calpain inh -9.9, EP2 antag 13.1 and zVAD death inh 0.5.
For COC(=O)c1c(-c2ccc(C)cc2)csc1NC(=O)C1CC=CCC1C(=O)O (stereo not given) the results were 14-3-3 Bad inh -13.5, eIF4E-4G inh 2.7, Hck Nef HTS 0.5, Rad51 HR inh -0.5, TbHK1 inh -3.7, EP2 modulator 14.7, m-calpain inh -3.0, EP2 antag 7.4 and zVAD death inh 1.2.
Screening O=S(=O)(Nc1ccc(Cl)cn1)c1cnc(Cl)c(Br)c1 returned 14-3-3 Bad inh 2.4, eIF4E-4G inh 4.7, Hck Nef HTS 22.3, Rad51 HR inh 12.0, TbHK1 inh 2.5, EP2 modulator -9.6, m-calpain inh 11.0, EP2 antag 7.1 and zVAD death inh -0.8.
Screening Cn1c(/C=C/N(Cc2ccccc2)c2ccccc2)c([N+](=O)[O-])c(=O)n(C)c1=O returned 14-3-3 Bad inh -0.1, eIF4E-4G inh 2.8, Hck Nef HTS -9.1, Rad51 HR inh -3.0, TbHK1 inh -3.5, EP2 modulator 67.8*, m-calpain inh 1.4, EP2 antag 4.9 and zVAD death inh -1.3.
For NC(=O)c1ccc(NC(=O)CSc2nnc(-c3ccccn3)n2N)cc1 the results were 14-3-3 Bad inh -10.8, eIF4E-4G inh 1.8, Hck Nef HTS 22.9, Rad51 HR inh 28.6, TbHK1 inh 3.9, EP2 modulator 9.0, m-calpain inh -35.5, EP2 antag 6.8 and zVAD death inh 5.2.
`CN(C)S(=O)(=O)c1cccc(-c2nn(-c3ccccc3)cc2/C=C2\SC(=S)N(CC(=O)O)C2=O)c1` gave 14-3-3 Bad inh 12.0, eIF4E-4G inh 0.1, Hck Nef HTS 56.2*, TbHK1 inh 0.6, EP2 modulator 35.3, m-calpain inh -2.0, EP2 antag 4.1 and zVAD death inh 0.8.
For Cc1ccc(NC(=O)COS(=O)c2ccc(C)cc2)cc1 (stereo not given) the results were 14-3-3 Bad inh -1.6, eIF4E-4G inh 1.4, Hck Nef HTS 0.6, Rad51 HR inh 2.5, TbHK1 inh -6.2, EP2 modulator -3.1, m-calpain inh -31.7, EP2 antag 5.5 and zVAD death inh 0.1.
O=C(NCCc1nnc2ccc(NCc3ccc(Cl)cc3)nn12)c1ccccc1 was read as 14-3-3 Bad inh -11.3, eIF4E-4G inh -2.8, Hck Nef HTS -31.9, Rad51 HR inh 0.5, TbHK1 inh 2.2, EP2 modulator 10.0, m-calpain inh 56.8*, EP2 antag 1.7 and zVAD death inh 1.5.
`O=C(C1=C[C@H](c2ccc(Br)cc2)C[C@H](OCCCCO)O1)N1CCN(Cc2ccccc2)CC1` gave 14-3-3 Bad inh 0.4, eIF4E-4G inh -3.7, Hck Nef HTS 3.4, Rad51 HR inh -2.5, TbHK1 inh -7.0, EP2 modulator -8.4, m-calpain inh -35.1, EP2 antag 5.5 and zVAD death inh -0.6.
Screening c1ccc(CC2CCN(c3nnnn3-c3ccccc3)CC2)cc1 returned 14-3-3 Bad inh -5.1, eIF4E-4G inh -1.6, Hck Nef HTS 0.6, TbHK1 inh 1.1, EP2 modulator -9.9, m-calpain inh 36.4 and zVAD death inh -0.2.
Cc1ccc(-c2cccc(CN3CCN(C4CCN(C(C)C)CC4)C(CCO)C3)c2)o1 (stereo not given) was read as 14-3-3 Bad inh 3.3, eIF4E-4G inh 5.5, Hck Nef HTS -3.2, Rad51 HR inh -9.5, TbHK1 inh -3.7, EP2 modulator -16.7, m-calpain inh 20.0, EP2 antag 3.8 and zVAD death inh 1.6.
`CCc1cccc(C)c1NC(=O)COC(=O)C(NS(=O)(=O)c1ccc(Cl)cc1)C(C)O` (stereo not given) gave 14-3-3 Bad inh -0.9[fluorescence artefact?], eIF4E-4G inh 4.6, Hck Nef HTS 7.4, TbHK1 inh 2.2, EP2 modulator -0.4, m-calpain inh 3.8, EP2 antag 10.5 and zVAD death inh -0.2.
CN1CCN(C(=O)c2ccc3c(=O)n4c(nc3c2)CCCCC4)CC1 was read as 14-3-3 Bad inh -7.9, eIF4E-4G inh -2.6, Hck Nef HTS 0.2, Rad51 HR inh 12.4, TbHK1 inh -7.1, EP2 modulator 17.0, m-calpain inh 11.2, EP2 antag 10.0 and zVAD death inh -0.1.
`CCC(C)NC(=O)c1cn(-c2cccc(C)n2)cn1` (stereo not given) gave 14-3-3 Bad inh 5.0, eIF4E-4G inh 3.5, Hck Nef HTS 1.9, Rad51 HR inh 2.1, TbHK1 inh 24.2, EP2 modulator -10.0, m-calpain inh -9.5, EP2 antag 10.2 and zVAD death inh -0.2.
CC(C)CNC(=O)c1ccc(C2SCC(=O)N2Cc2ccccc2)cc1 (stereo not given) was read as 14-3-3 Bad inh -8.3, eIF4E-4G inh -4.9, Hck Nef HTS 11.7, Rad51 HR inh 16.3, TbHK1 inh -3.8, EP2 modulator -44.6, m-calpain inh -28.8, EP2 antag 12.9 and zVAD death inh 0.4.
CC1N/C(=C\C(=O)c2ccccc2)N(O)C1(C)C (stereo not given) was read as 14-3-3 Bad inh -13.4, eIF4E-4G inh -3.1, Hck Nef HTS -0.2, Rad51 HR inh 1.9, TbHK1 inh -29.9, EP2 modulator -20.1, m-calpain inh 4.6, EP2 antag 14.8 and zVAD death inh 1.2.

This is a subset; count on the stated rates, not on these rows.
